Screening results from PubChem.
Pol iota inh: DNA polymerase iota (human) inhibition | Q9UNA4 | Pol iota fluorescent replication assay, 10 min | Potency, µM (titrated, usually from 115 µM), without a hit: at the highest dose activity, negative = inhibition, usual class: inhibitors | 390,000 tested, 1% active
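Fluorescent replication assay read twice, at 0 min and 10 min after adding 50 nM (final) substrate. Enzyme (10 nM) and compounds were first incubated 15 min at room temperature; enzyme-free buffer wells were negative controls.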
JMJD2A Tudor: blocks the human JMJD2A Tudor domain | Potency, µM (series often up to 114 µM), inactives show at the top dose activity change, negative = inhibition, actives largely listed as inhibitors | O75164 | AlphaScreen JMJD2A-Tudor / H3K4me3 peptide binding | 390,000 tested, 4.4% active; note: % is set by controls: 0 for no effect and ±100 for the full control effect; nearly all actives have a fitted effect of over 50% in size
HP1b chromo inh: HP1-beta chromodomain-methylated histone interaction inhibition | AlphaScreen HP1-beta / biotin-H3K9me3 peptide binding | Potency, µM (series often up to 114 µM), without a hit: at the highest dose activity change, negative = inhibition, hits mostly inhibitors | AID 540317 | 390,000 tested, 0.56% active; note: nearly all actives have a fitted effect of over 70% in size; inactives centre near 23
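AlphaScreen: HP1-beta (50 nM) preformed 30 min with biotin-H3(1-18)K9me3 peptide (50 nM) in PBS pH 7.4, 0.01% Tween-20. Compound added for 30 min at RT, then streptavidin donor/nickel chelate acceptor beads (10 ug/mL) for 30 min.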
BAZ2B block: inhibitors of human BAZ2B bromodomain. Q9UIF8. AlphaScreen BAZ2B-H3K14Ac peptide displacement. Potency, µM (top dose mostly 114 µM), for inactives: at the highest dose activity change, negative = inhibition, hits mostly inhibitors. 360,000 tested, 4.4% active; note: % is set by controls: 0 for no effect and ±100 for the full control effect; nearly all actives have a fitted effect of over 60% in size
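AlphaScreen luminescence quantifies BAZ2B engagement of H3K14Ac peptide; the protein and biotinylated peptide are both at 50 nM final, buffer PBS pH 7.4 with 0.01% Tween-20, all steps at room temperature.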
PGK inhibitor: inhibitors of T. brucei phosphoglycerate kinase | PGK/GAPDH coupled, Kinase-Glo luminescence, 60 min | Potency, µM (top dose mostly 57.5 µM), without a hit: at the top dose activity change, negative = inhibition, most hits filed as inhibitors | 380,000 tested, 0.043% active | AID 602233; note: % is set by controls: 0 for no effect and ±100 for the full control effect; nearly all actives have a fitted effect of over 60% in size
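Luminescent ATP detection (Kinase-Glo Plus) follows a 60-minute room-temperature incubation, with wells lacking PGK as controls. Buffer: 100 mM TEA (pH 7.6), 5 mM MgCl2, 0.01% Tween-20. Coupling enzyme GAPDH (100 nM final) supplies unstable 1,3-BPG in-well.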
G9a block: blocks human histone lysine methyltransferase G9a | 350,000 tested, 8.8% active | G9a H3K9 monomethylation, AlphaScreen, 2 h | Potency, µM (top dose mostly 102 µM), for the others: at the highest dose activity, negative = inhibition, most hits filed as inhibitors | Q96KQ7; note: % is set by controls: 0 for no effect and ±100 for the full control effect; nearly all actives have a fitted effect of over 75% in size
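G9a (20 nM) preincubated 15 min RT with compounds, then 500 nM biotinylated H3K9 peptide and 20 uM SAM added; 2 h RT reaction. Monomethyl-H3K9 product detected by AlphaScreen with anti-H3K9me1 antibody, streptavidin donor and anti-rabbit IgG acceptor beads.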
GLS inhibitor: blocks human kidney-isoform glutaminase activity | GLS enzymatic activity, qHTS titration | 410,000 tested, 0.21% active | O94925 | Potency, µM (top dose mostly 45.5 µM), without a hit: at the highest dose activity change, negative = inhibition, most hits filed as inhibitors; note: % is set by controls: 0 for no effect and ±100 for the full control effect
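Human kidney-isoform GLS in 45 mM KH2PO4 pH 8.2, 0.02% Tween-20, with compound, started with 1mM L-Glutamine (added stock). Glutamate oxidase/HRP/Amplex red coupled fluorescence read at start and after 30 min at RT.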
BLM helicase inh: Bloom syndrome helicase (human) inhibition; P54132; recombinant BLM DNA unwinding, fluorescence dequenching; Potency, µM (doses to about 56.1 µM), without a hit: at the top dose activity change, negative = inhibition, most hits filed as inhibitors; 350,000 tested, 0.2% active; AID 2528;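 note: plate controls were vehicle for no effect and no enzyme for full effect; nearly all actives have a fitted effect of over 35% in size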
Target sequence (P54132 whole entry, looked up): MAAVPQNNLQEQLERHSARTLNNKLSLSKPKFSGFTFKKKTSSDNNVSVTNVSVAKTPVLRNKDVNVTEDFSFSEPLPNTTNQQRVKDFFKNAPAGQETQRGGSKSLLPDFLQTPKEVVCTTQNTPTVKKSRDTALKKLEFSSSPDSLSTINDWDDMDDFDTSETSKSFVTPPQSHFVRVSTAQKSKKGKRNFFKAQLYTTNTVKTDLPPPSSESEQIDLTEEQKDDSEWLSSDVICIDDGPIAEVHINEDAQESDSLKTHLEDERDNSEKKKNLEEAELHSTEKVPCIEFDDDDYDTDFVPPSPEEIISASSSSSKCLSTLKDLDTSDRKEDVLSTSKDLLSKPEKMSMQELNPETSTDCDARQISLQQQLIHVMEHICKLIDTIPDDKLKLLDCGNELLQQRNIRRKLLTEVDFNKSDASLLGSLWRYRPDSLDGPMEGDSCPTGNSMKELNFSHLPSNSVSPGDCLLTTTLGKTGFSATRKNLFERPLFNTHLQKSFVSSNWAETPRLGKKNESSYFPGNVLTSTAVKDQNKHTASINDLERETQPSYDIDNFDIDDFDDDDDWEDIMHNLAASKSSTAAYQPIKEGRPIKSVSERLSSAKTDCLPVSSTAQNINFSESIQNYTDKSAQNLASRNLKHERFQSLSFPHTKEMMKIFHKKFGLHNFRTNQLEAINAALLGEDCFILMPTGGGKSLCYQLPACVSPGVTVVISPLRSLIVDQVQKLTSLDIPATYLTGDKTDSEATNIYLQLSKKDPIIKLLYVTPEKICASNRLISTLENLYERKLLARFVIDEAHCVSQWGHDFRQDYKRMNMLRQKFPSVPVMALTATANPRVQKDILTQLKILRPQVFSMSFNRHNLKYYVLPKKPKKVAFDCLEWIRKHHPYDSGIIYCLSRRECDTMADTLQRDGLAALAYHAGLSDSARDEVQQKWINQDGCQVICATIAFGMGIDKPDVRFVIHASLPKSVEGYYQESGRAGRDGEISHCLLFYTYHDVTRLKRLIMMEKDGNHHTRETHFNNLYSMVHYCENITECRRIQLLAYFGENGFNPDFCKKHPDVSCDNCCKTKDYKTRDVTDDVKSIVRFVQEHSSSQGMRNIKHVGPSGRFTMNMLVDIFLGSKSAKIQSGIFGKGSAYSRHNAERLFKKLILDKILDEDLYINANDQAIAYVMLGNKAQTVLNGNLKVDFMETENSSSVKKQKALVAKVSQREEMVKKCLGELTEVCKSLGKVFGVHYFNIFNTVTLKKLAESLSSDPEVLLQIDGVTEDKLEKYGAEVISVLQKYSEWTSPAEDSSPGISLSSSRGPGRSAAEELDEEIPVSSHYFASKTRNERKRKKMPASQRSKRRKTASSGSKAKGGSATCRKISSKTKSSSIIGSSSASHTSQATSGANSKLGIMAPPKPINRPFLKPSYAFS
Pin1 inhibitor: blocks the human prolyl isomerase Pin1 | Potency, µM (highest dose often 115 µM), for the others: top-dose activity, negative = inhibition, actives largely listed as inhibitors | Pin1 FP peptide displacement, HiFluor488, 10 min | Q13526 | 390,000 tested, 0.009% active; active = well fitted inhibition curve with a large enough effect in the polarisation, with a control signal flat, not every such curve was filed as active; inconclusive = small, poorly fitted or top-dose-only effect, or effect the other way, or a change in a side signal; inactive = no such curve, though single readings can be large or run the other way; the % refers to the polarisation; note: % is set by controls: 0 for no effect and ±100 for the full control effect
An asterisk follows results filed as active; i = inactive; u = inconclusive; x = not tested or not shown; [ ] = another dose, or the depositor's remark. Unless noted, calls come from the whole dose curve; as a rule, active = well fitted curve in the direction sought with a large enough effect; inconclusive = small, poorly fitted or top-dose-only effect, or another doubt; inactive = no such curve, though single readings can be large; an effect the other way counts as inactive or inconclusive. Potency is the fitted concentration of half-maximal effect.

SMILES	Pol iota inh	JMJD2A Tudor	HP1b chromo inh	BAZ2B block	PGK inhibitor	G9a block	GLS inhibitor	BLM helicase inh	Pin1 inhibitor
COc1cccc(C2c3cc4c(cc3OC(N3CCCC3)C2C)OCO4)c1O (stereo unspecified)	-13%	u	u	x	-7%	x	6%	x	-2%
C=CCN1C(=O)c2ccc(C(=O)N(C)CC(=O)Nc3c(C)cccc3C)cc2C1=O	16%	-8%	8%	1%	-5%	50µM*	17%	x	2%
COc1ccc(Cl)cc1NC(=O)NCc1ccccn1	-4%	-12%	44%[activator]	-15%	2%	71%[activator]	1%	-1%	-1%
C=CCOC(=O)C1=C[C@H](C2CCCCC2)C[C@H](OCc2ccc(CO)cc2)O1	5%	-13%	39%	x	2%	x	4%	x	u
O=C(Oc1c(Cl)cc(Cl)c2ccccc12)N1CCCC1	29%	42%[activator]	49%[activator]	13%[57.1 µM]	-8%	30%	-8%	-6%	1%
O=C(CN1CCN(S(=O)(=O)c2ccc(F)cc2)CC1)Nc1ccnn1C1CCCC1	6%	-7%	11%	5%	-5%	-27%	-3%	x	6%
CCCS(=O)(=O)N1CCC(C(=O)N2CCc3ccccc3C2)CC1	33%[activator]	-10%	39%[activator]	-1%	-7%	0%[59 µM]	-1%	-2%	1%
N=c1c(C(=O)NCC2CCCO2)cc2c(=O)n3ccccc3nc2n1C1CCCCC1 (stereo unspecified)	34%[activator]	-1%	39%	26%	-1%	22%[59 µM]	-13%	3%	u
COc1ccc(C2CC(=O)c3cc(-c4nc(-c5ccc(C)cc5)cs4)c(=O)[nH]c3C2)cc1 (stereo unspecified)	u	1%	44%[activator]	u	i	1.8µM*	-7%	-7%	u
CCC(C)(C)C1CCC2(CC1)NC(=O)N(CC(=O)N1CCN(C(=O)c3ccco3)CC1)C2=O (stereo unspecified)	17%	-15%	48%[activator]	-5%	-3%	-4%[12.7 µM]	1%	x	-2%
COc1ccccc1-c1cn(C(C)(C)C)nc1C	15%	-1%	49%[activator]	2%	5%	18%	12%	-4%	2%
NNC(=O)c1oc2nc(-c3ccccc3)cc(-c3ccccc3)c2c1N	93%[activator]	-22%	22%	21%	-3%	63%	u	-4%	12%
NC1=C([N+](=O)[O-])C(c2ccccc2)C2=C(CCCC2=O)O1 (stereo unspecified)	19%	-11%	29%	-4%	i	u	0%	6%	6%
O=C(Nc1ccc2c(c1)OCCO2)c1cnccn1	7%	-4%	32%	10%	-3%[11.5 µM]	-5%	1%	0%	0%
O=C1c2ccccc2C(Nc2ccc(F)c(Cl)c2)N1c1ccccn1 (stereo unspecified)	-4%	-3%	43%[activator]	-1%	-4%	u	-10%	-5%	3%
Fc1ccc(C(c2nnnn2Cc2cccs2)N2CCN(C3CCCCC3)CC2)cc1 (stereo unspecified)	28%	-9%	26%	-5%	-2%	4%[12.7 µM]	0%	-6%	4%
FC(F)(F)c1cc(-c2ccco2)nc2ncnn12	31%[activator]	-8%	14%	10%	-5%	-1%[59 µM]	3%	0%	u
CCOc1ccc(NC(=O)c2ncn(-c3ccccc3)n2)cc1	27%	-9%	33%	-5%	-1%	2%[59 µM]	1%	-2%	-8%
Nc1ncnc(Nc2cccc(Cl)c2Cl)n1	22%	3%	51%[activator]	-23%	2%	21%	2%	3%	-8%
CC1(C)CC(C2N3CC4(C)CN2CC(C)(C3)C4=O)CCO1 (stereo unspecified)	35%[activator]	-9%	20%	-5%	i	2%	-2%	0%	-4%

Part of the list above, as labelled records:
N=c1c(C(=O)NCC2CCCO2)cc2c(=O)n3ccccc3nc2n1C1CCCCC1 (stereo unspecified)
  Pol iota inh: 34%[activator]; JMJD2A Tudor: -1%; HP1b chromo inh: 39%; BAZ2B block: 26%; PGK inhibitor: -1%; G9a block: 22%[59 µM]; GLS inhibitor: -13%; BLM helicase inh: 3%; Pin1 inhibitor: u
C=CCN1C(=O)c2ccc(C(=O)N(C)CC(=O)Nc3c(C)cccc3C)cc2C1=O
  Pol iota inh: 16%; JMJD2A Tudor: -8%; HP1b chromo inh: 8%; BAZ2B block: 1%; PGK inhibitor: -5%; G9a block: 50µM*; GLS inhibitor: 17%; BLM helicase inh: x; Pin1 inhibitor: 2%
NC1=C([N+](=O)[O-])C(c2ccccc2)C2=C(CCCC2=O)O1 (stereo unspecified)
  Pol iota inh: 19%; JMJD2A Tudor: -11%; HP1b chromo inh: 29%; BAZ2B block: -4%; PGK inhibitor: i; G9a block: u; GLS inhibitor: 0%; BLM helicase inh: 6%; Pin1 inhibitor: 6%
O=C(Nc1ccc2c(c1)OCCO2)c1cnccn1
  Pol iota inh: 7%; JMJD2A Tudor: -4%; HP1b chromo inh: 32%; BAZ2B block: 10%; PGK inhibitor: -3%[11.5 µM]; G9a block: -5%; GLS inhibitor: 1%; BLM helicase inh: 0%; Pin1 inhibitor: 0%

More structures
SMILES	Pol iota inh	JMJD2A Tudor	HP1b chromo inh	BAZ2B block	PGK inhibitor	G9a block	GLS inhibitor	BLM helicase inh	Pin1 inhibitor
COc1ccc(OC)c(N(C)S(=O)(=O)c2ccc3c(c2)NC(=O)CC(=O)N3)c1	31%[activator]	-5%	48%[activator]	-2%	-2%	2%[59 µM]	0%	-1%	1%
Oc1ccc(/C=N/n2c(C3CCCCC3)n[nH]c2=S)c(O)c1	u	14µM*	-10%	-33%	-12%	1.6µM*	-3%	-7%	-5%
CCOC(=O)c1c(-c2cccs2)csc1NC(C)=O	7%	32%	57%[activator]	38%	-2%	-6%[59 µM]	16%	-4%	13%
Cc1ccc(-n2c(CSc3nc(C)cc(C)n3)nnc2SCC(=O)N2CCCC2)cc1	17%	-6%	28%	23%	-7%	u	-1%	-1%	-9%
Cc1cc2cc(CNC(=O)c3ccc4c(c3)OCO4)ccc2[nH]1	12%	-34%	-8%	u	-10%[11.5 µM]	50µM*	11%	-4%	-3%
Cc1ccc(NC(=O)C2CCN(c3nc(C)cc(C)n3)CC2)cc1	-9%	-1%	44%[activator]	-33%	6%	-23%	5%	-4%	4%
c1ccc(SCc2cc(-c3ccccc3)no2)cc1	25%	167%[activator]	215%[activator]	136%[activator]	-6%	227%[activator]	1%	-9%	-4%
CCCC/C(O)=C1\C(=O)CC(C)(C)CC1=NCCCCCC(=O)O	76%[activator]	-5%	9%	x	11%	8%	3%	2%	-7%
CC(=O)Nc1ccc(-c2cc(-c3ccc(NC(C)=O)cc3)nc(-c3ccccc3)n2)cc1	-8%	u	29%	1%[57.1 µM]	x	-9%[12.7 µM]	10%	-3%	3%
CSc1ccc(S(=O)(=O)NC(C)c2ccccc2)cc1 (stereo unspecified)	19%	-2%	21%	3%	-6%	u	0%	-5%	-6%
CCOC(=O)c1nn(-c2ccc(C)cc2)cc1O	9%	-11%	14%	u	2%	13%[0.501 µM]	21%	-4%	-4%
COc1ccc(C(CNC(=O)c2oc3ccc(F)cc3c2C)N2CCCCC2)cc1 (stereo unspecified)	31%[activator]	-26%	26%	u	5%	1%	2%	3%	-4%
Cc1ccc(-n2c(=O)c3c(C)c(C(=O)N(C)C)sc3n(CC(=O)N(C)c3ccccc3)c2=O)cc1C	-12%	-20%	-14%	-9%	-1%	-1%[59 µM]	-8%	3%	-1%
O=C1NCCCC1C(=O)N/N=C/c1cccc([N+](=O)[O-])c1 (stereo unspecified)	67%[activator]	-2%	8%	3%	-2%	1%	0%	-5%	1%
CCCCN(C(=O)CSc1nnc(-c2ccco2)o1)c1c(N)n(Cc2ccccc2)c(=O)[nH]c1=O	-4%	-23%	13%	-9%	-9%	u	-2%	-6%	14%
CC(C)(C)OC(=O)C[C@@H]1C/C=C\C[C@H](CC(=O)N[C@H](CO)Cc2ccccc2)C(=O)N[C@@H](Cc2ccccc2)COC1=O	14%	-14%	63%[activator]	x	i	x	9%	x	-14%
COc1cc(OC)c(/C=N/NC(=O)c2ccc(Cn3nc([N+](=O)[O-])cc3C)cc2)c(OC)c1	15%	-16%	21%	1%	-2%	-2%	0%	-4%	10%
Cc1ccc(CNC(=O)c2cc(COc3c(F)cccc3F)on2)s1	55%[activator]	35%	43%	28%	3%	117%[activator]	-6%	-13%	-6%
Cc1c(Br)c([N+](=O)[O-])nn1CC(=O)Nc1c(C)n(C)n(-c2ccccc2)c1=O	20%	4%	60%[activator]	0%	x	-45%[59 µM]	-2%	-13%	0%
O=C(Nc1nc2n(n1)C(c1ccc(F)cc1)C=C(c1ccccc1)N2)c1ccco1 (stereo unspecified)	54%[activator]	-18%	29%	-17%	-7%	u	-14%	-2%	1%
O=C(COC(=O)/C=C/c1ccccc1[N+](=O)[O-])NC1CC1	132%[activator]	u	-17%	-4%	-1%	13%[12.7 µM]	u	-7%	-9%
COc1cc([N+](=O)[O-])ccc1NC(=O)Nc1ccc(C(=O)N2CCCC2)cc1	15%	-4%	16%	2%	5%	27%	6%	-2%	-1%
Brc1ccc(-c2nnc3sc(CNC4CCCC4)cn23)cc1	-19%	-12%	12%	0%	-6%	u	5%	2%	5%
O=C(NCc1ccccc1)c1ccc(N2CCC3(CC2)CC(c2ccc(Cl)cc2)=NO3)c([N+](=O)[O-])c1	-13%	-26%	-3%	-34%	-3%	u	1%	-2%	8%
O=C(CSc1nc2ccccc2[nH]1)N1CCN(C(=O)c2ccco2)CC1	2%	-18%	5%	-28%	-7%	u	-10%	1%	2%
O=C(COC(=O)CCC(=O)c1ccc(F)cc1)NCc1ccc(Cl)cc1	-9%	-2%	13%[57 µM]	x	13%	x	0%	x	2%

Sorted by the number under PGK inhibitor (descending): 3 of the compounds above.
mol | PGK inhibitor
N=c1c(C(=O)NCC2CCCO2)cc2c(=O)n3ccccc3nc2n1C1CCCCC1 (stereo unspecified) | -1%
O=C1c2ccccc2C(Nc2ccc(F)c(Cl)c2)N1c1ccccn1 (stereo unspecified) | -4%
O=C(CSc1nc2ccccc2[nH]1)N1CCN(C(=O)c2ccco2)CC1 | -7%

A portion of the library; rates above refer to the full screens.
